# H9c2 TAG inh = reduces triacylglycerol accumulation in H9c2 cells; Nile Red lipid (TAG) fluorescence; cells loaded with 200 µM oleic acid; inhibition, % at 12.5 µM; actives 0.66% (n = 230,000); AID 651582;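 active means pattern-corrected inhibition of lipid staining of at least 50% with the nuclear-stain viability signal not falling by more than 50%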;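 further: 0% = DMSO wells and 100% = triacsin C control wells; some results filed as inactive read as strong as hits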
# H9c2 TAG inh DAPI viability = second read-out of H9c2 TAG inh, no call of its own (marks repeat the call); DAPI nuclei signal change (viability), lower = more cytotoxic, %;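 whole-well DAPI fluorescence read on a plate reader as a viability signal; minus 50 percent equals half of cells still viable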
# An asterisk follows results filed as active; i = inactive. Some of the compounds tested (hit frequency here may not be typical).
1	CC(=O)Nc1ccc(N2C(=O)CC(c3ccccc3)CC2=O)cc1
2	Brc1ccc2ncnc(NCc3cccnc3)c2c1
3	O=C(CSc1ncnc2nc[nH]c12)c1ccc([N+](=O)[O-])cc1
4	COC(=O)C1CCN(C(=O)CSc2nc3nc(C)cc(C)n3n2)CC1
5	CCOC(=O)c1c(NC(=S)N2CCOCC2)sc2c1CCN(C(=O)OCC)C2
entry no. | 1 | 2 | 3 | 4 | 5
H9c2 TAG inh | 6 | 11 | 0 | -4 | 26
H9c2 TAG inh DAPI viability | -7 | -18 | 0 | -6 | -11

6	CCOC(=O)CNC(=O)c1ccc(C#CC2(O)CCCCC2)cc1
7	Cc1ccccc1Cn1c(C)c(C(=O)NCCC#N)sc1=O
8	CN(C(=O)CSc1nnc(N)s1)C1CCCCC1
9	Cn1c(SCC(=O)NC(c2ccccc2)c2ccccc2)nnc1-c1cccs1
10	Cc1cn([C@H]2C[C@H](O)[C@@H](CCC(=O)NCc3ccc(N(C)C)cc3)O2)c(=O)[nH]c1=O
entry no. | 6 | 7 | 8 | 9 | 10
H9c2 TAG inh | -4 | 3 | 16 | 29 | -1
H9c2 TAG inh DAPI viability | -10 | 8 | -5 | -6 | 8

11	CCOc1ccc(OCCC(=O)OCC(=O)NNC(=O)c2ccccc2)cc1
12	Cc1ccc(CN=C2Nc3ccccc3CS2)cc1
13	Cc1cc(NS(=O)(=O)c2ccc(NC(=O)C(F)(F)F)cc2)nc(C)n1
14	CC(C)CCNC(=O)c1ccc(C2SCC(=O)N2Cc2ccco2)cc1 (stereo not given)
15	CN(Cc1nnc(SCC(=O)NCCc2ccccc2)n1C)S(=O)(=O)c1ccccc1
entry no. | 11 | 12 | 13 | 14 | 15
H9c2 TAG inh | -10 | -90 | -10 | 5 | 15
H9c2 TAG inh DAPI viability | 6 | 12 | 5 | -6 | -3

16	Cc1ccc(C(C)C)c(OCc2ccc(C(=O)N/N=C/c3ccc(C(=O)O)cc3)cc2)c1
17	COc1ccc2c3c1O[C@H]1C[C@@H](O)C=C[C@@]31CCN(C)C2
18	S=c1[nH]nc(C2CCCCC2)n1Cc1ccccc1
19	Cc1nc2sc(C(c3cccc(F)c3)N3CC(C)OC(C)C3)c(O)n2n1 (stereo not given)
20	O=C(C1CC1)N1CCc2cc(S(=O)(=O)NCC3COc4ccccc4O3)ccc21 (stereo not given)
entry no. | 16 | 17 | 18 | 19 | 20
H9c2 TAG inh | -11 | 1 | 5 | -9 | 17
H9c2 TAG inh DAPI viability | 14 | 5 | 10 | 69 | -12

21	O=C1CC(N2CCN(c3cccc(C(F)(F)F)c3)CC2)C(=O)N1c1ccccc1 (stereo not given)
22	O=C1CSC(=S)N1N=Cc1ccc(Cl)s1
23	CCOC(=O)C1=CN(Cc2cccc(F)c2)S(=O)(=O)N(CC)C1c1ccc(C(F)(F)F)cc1 (stereo not given)
24	Cc1ccc(C(=O)N/N=C\c2ccc(-c3ccc(Cl)cc3)o2)cn1
25	O=S(=O)(NC1=NCCC1)c1cccc(NC(=S)Nc2ccc(OC(F)F)cc2)c1
entry no. | 21 | 22 | 23 | 24 | 25
H9c2 TAG inh | 3 | -6 | -4 | 9 | 12
H9c2 TAG inh DAPI viability | -17 | 1 | -6 | -1 | -7

26	Cn1c(=O)c2[nH]c(CCCCCCCCc3nc4ccccc4[nH]3)nc2n(C)c1=O
27	COC(=O)C1CCN(C(=O)CSc2nnc(-c3ccncc3)o2)CC1
28	OC(COc1ccc(Cl)c2ccccc12)CN1CCN(c2ccccn2)CC1 (stereo not given)
29	COc1ccccc1-c1sc2ccccc2c1-c1ccc(Br)nc1
30	CC12CC3(C)CC(C)(C1)CC(NC(=O)N1CCCC1)(C2)C3
entry no. | 26 | 27 | 28 | 29 | 30
H9c2 TAG inh | -43 | -25 | -39 | -8 | 4
H9c2 TAG inh DAPI viability | -3 | -6 | 8 | 2 | -9

31	COc1ccc2nc3n(c(=O)c2c1)-c1cc2ccccc2cc1C(=O)NC3Cc1ccc(O)cc1 (stereo not given)
32	COc1ccc(OC)c(NC(=O)CCN2C(=O)c3cccc([N+](=O)[O-])c3C2=O)c1
33	Cc1ccc(S(=O)(=O)N2CC3(O)CN(C(=O)OC(C)C)N(C(=O)OC(C)C)CC3(OC(=O)NC3CCCC3)C2)cc1 (stereo not given)
34	N[C@@H](C(=O)N[C@@H]1C(=O)N2C(C(=O)O)=C(Cl)CS[C@H]12)c1ccccc1
35	O=C(/C=C/c1ccco1)NCC1OCCc2ccccc21 (stereo not given)
entry no. | 31 | 32 | 33 | 34 | 35
H9c2 TAG inh | 49 | 4 | 2 | -8 | 3
H9c2 TAG inh DAPI viability | -32 | 5 | -4 | -3 | -5

36	O=C(Nc1cccc(F)c1)Nc1nnc([C@@H]2C[C@H](O)[C@@H](CO)O2)s1
37	CCS(=O)(=O)n1nc(-c2ccccc2)cc1N
38	O=C(OCc1nnn(Cc2ccccc2)c1-c1c(COC(=O)c2ccccc2)nnn1Cc1ccccc1)c1ccccc1
39	Cc1cc(=O)n2c3ccccc3n(CC(O)CN3CCC(C)CC3)c2c1C#N (stereo not given)
40	COCCOc1cc2ncnc(N3CCC(C(=O)O)CC3)c2cc1OCCOC
entry no. | 36 | 37 | 38 | 39 | 40
H9c2 TAG inh | -4 | -17 | 34 | -4 | 10
H9c2 TAG inh DAPI viability | 0 | 6 | -16 | 18 | -14

41	NC(=O)CC(NC(=O)c1cccc(Br)c1)c1ccc(NC2CCCCCCCCCCC2)c([N+](=O)[O-])c1 (stereo not given)
42	Cc1cccnc1NC(=O)CCCc1c[nH]c2ccccc12
43	CC(=O)Nc1ccc(C=NNc2ccc([N+](=O)[O-])cn2)cc1
44	COC(=O)CN1C(=O)[C@H]2[C@@H](/C=C/c3ccccc3)N3C(=O)CN(Cc4ccccc4)C(=O)[C@@]3(Cc3ccccc3)[C@H]2C1=O
45	O=C(O)C1CC(O)CN1c1nc(Cl)ccc1[N+](=O)[O-] (stereo not given)
entry no. | 41 | 42 | 43 | 44 | 45
H9c2 TAG inh | -14 | -9 | -6 | -10 | -10
H9c2 TAG inh DAPI viability | 9 | -4 | -2 | -3 | 0

46	C[n+]1cccc2cccc([O-])c21
47	Cc1cc(C)c(S(=O)(=O)N2CCCCC2CCNC(=O)C(=O)NC2CC2)c(C)c1 (stereo not given)
48	CC(=O)C[C@H](O)CC(=O)[C@H]1OC(=O)CCCCC/C=C/Cc2ccccc21
49	Cc1nn(-c2ccc(F)cc2)c(Cl)c1/C=C1\C(=O)Nc2ccccc21
50	COc1ccc(C2C3=C(CC(C)(C)CC3=O)N(C)C3=C2C(=O)CC(C)(C)C3)cc1
entry no. | 46 | 47 | 48 | 49 | 50
H9c2 TAG inh | -3 | -27 | 2 | -9 | -9
H9c2 TAG inh DAPI viability | -6 | 0 | -9 | -12 | 18

# Shown with bars between the fields: 5 of the compounds above
item | Compound | H9c2 TAG inh | H9c2 TAG inh DAPI viability
46 | C[n+]1cccc2cccc([O-])c21 | -3 | -6
47 | Cc1cc(C)c(S(=O)(=O)N2CCCCC2CCNC(=O)C(=O)NC2CC2)c(C)c1 (stereo not given) | -27 | 0
48 | CC(=O)C[C@H](O)CC(=O)[C@H]1OC(=O)CCCCC/C=C/Cc2ccccc21 | 2 | -9
49 | Cc1nn(-c2ccc(F)cc2)c(Cl)c1/C=C1\C(=O)Nc2ccccc21 | -9 | -12
50 | COc1ccc(C2C3=C(CC(C)(C)CC3=O)N(C)C3=C2C(=O)CC(C)(C)C3)cc1 | -9 | 18

# (continued)
51	Cc1ccc(NC(=S)N2CCCC(c3nc4ccccc4[nH]3)C2)cc1 (stereo not given)
52	O=C(NCCN1CCCCC1)c1cc(OCC(F)(F)F)ccc1OCC(F)(F)F
53	CSc1sc(C(=O)NC(=O)NCc2cccnc2)c(C)c1-c1ccon1
54	NC(CO)C12CC3CC(CC(C3)C1)C2 (stereo not given)
55	CC(=O)Nc1ccc(NC(=O)COC(=O)C2CCCCC2)cc1
entry no. | 51 | 52 | 53 | 54 | 55
H9c2 TAG inh | 15 | 13 | 15 | 12 | -11
H9c2 TAG inh DAPI viability | 1 | 0 | -6 | 3 | -4

56	COC(=O)c1ccccc1S(=O)(=O)N1CCC(C(=O)N2CCC2)CC1
57	CCOc1cc2[nH]c(=O)n(CCCC(=O)N(C)Cc3ccccc3)c(=O)c2cc1OCC
58	O=C(O)CC/C(=N/Nc1ccc([N+](=O)[O-])cc1)C(=O)O
59	CC(C)(C)c1ccc(S(=O)(=O)N2CCN(CCC#N)CC2)cc1
60	COc1ccc(COC(=O)C2CCN(S(=O)(=O)c3ccc(Cl)cc3)CC2)cc1
entry no. | 56 | 57 | 58 | 59 | 60
H9c2 TAG inh | 0 | 30 | 5 | 0 | -5
H9c2 TAG inh DAPI viability | -3 | 9 | -7 | -2 | -2

# Not a retest: an excerpt of the list.
57	CCOc1cc2[nH]c(=O)n(CCCC(=O)N(C)Cc3ccccc3)c(=O)c2cc1OCC
58	O=C(O)CC/C(=N/Nc1ccc([N+](=O)[O-])cc1)C(=O)O
59	CC(C)(C)c1ccc(S(=O)(=O)N2CCN(CCC#N)CC2)cc1
entry no. | 57 | 58 | 59
H9c2 TAG inh | 30 | 5 | 0
H9c2 TAG inh DAPI viability | 9 | -7 | -2

# (next part)
61	O=C(CCSCCC(=O)NN=Cc1cccc(Cl)c1)NN=Cc1cccc(Cl)c1
62	O=C(O)c1ccccc1S(=O)(=O)c1ccccc1CO
63	COc1ccc(/C=C/c2c(-c3ccc(OC)cc3)oc3ccccc23)cc1
64	CC(=O)Nc1ccc2nc(NC(=O)CS(=O)(=O)c3ccccc3)sc2c1
65	Nc1ccc(-c2nc3ncccc3o2)cc1
entry no. | 61 | 62 | 63 | 64 | 65
H9c2 TAG inh | 6 | 10 | 14 | -15 | 15
H9c2 TAG inh DAPI viability | -4 | 8 | i | -6 | -1

66	O=C(O)CCC(=O)N1CN2CN(C(=O)CCC(=O)O)CC([N+](=O)[O-])(C2)C1
67	CC(C)c1ccc(S(=O)(=O)N2CCC3(CC2)OCCO3)cc1
68	COc1ccc(NC(=O)NNC(=O)c2ccc(-c3ccccc3)cc2)cc1
69	CC(=O)C1=C(O)CC(c2ccccc2)CC1=NCCc1ccccc1 (stereo not given)
70	Cc1ccc(OCC(=O)OCC(=O)c2ccccc2)cc1C
entry no. | 66 | 67 | 68 | 69 | 70
H9c2 TAG inh | -2 | 5 | 38 | -17 | 5
H9c2 TAG inh DAPI viability | -1 | 3 | -11 | 0 | 2

71	CCC1=C(OC(=O)N(CC)CC)N2C(=O)OC(=NCCc3c[nH]c4ccccc34)[C@]2(C)[C@H]2C1=CC[C@H]1C(=O)NC(=O)[C@H]12
72	Cc1nc2cc(NC(=O)CS(=O)(=O)c3ccccc3)ccc2s1
73	CCN(CC)C(=O)c1sc(NC(=O)C(Sc2ccccc2)c2ccccc2)c(C(=O)OC(C)C)c1C (stereo not given)
74	Cc1noc(C)c1C(=O)Nc1nccs1
75	Cc1nc(NC(=O)CSc2nnnn2C)sc1C
entry no. | 71 | 72 | 73 | 74 | 75
H9c2 TAG inh | -7 | -8 | 26 | -10 | 5
H9c2 TAG inh DAPI viability | 5 | 1 | -11 | 1 | 5

76	Cc1c(C(=O)O)cnc2cc(-c3ccc(Cl)cc3)nn12
77	C=CCSC1=C(C#N)C(c2ccccc2)CC(=O)N1 (stereo not given)
78	Cc1c(/C(O)=C2\C(=O)C(=O)N(CCCN(C)C)C2c2ccccc2)cnn1-c1ccccc1 (stereo not given)
79	CC1(C(=O)NS(=O)(=O)c2ccc(Cl)s2)CCN1C(=O)Cc1ccc(-c2ccccc2)cc1 (stereo not given)
80	CC(C)Sc1nc2c(c(=O)n(C)c(=O)n2C)n1Cc1ccc(Cl)cc1
entry no. | 76 | 77 | 78 | 79 | 80
H9c2 TAG inh | 7 | -21 | 1 | 15 | -1
H9c2 TAG inh DAPI viability | -15 | 18 | 3 | 8 | -5

81	COc1cc(CNc2ccccc2Oc2cc(=O)n(C)c(=O)n2C)cc(OC)c1OC
82	N#Cc1c(N)n(C2OC(CO)C(O)C2O)c2ncnc(N)c12 (stereo not given)
83	Cc1cccc(NC(=O)c2ccc([N+](=O)[O-])o2)c1C
84	CC(C)N1CCN(Cc2coc3ccccc3c2=O)CC1CCO (stereo not given)
85	CN(C)c1ncnc2[nH]ncc12
entry no. | 81 | 82 | 83 | 84 | 85
H9c2 TAG inh | 19 | 109 | 71* | -1 | 14
H9c2 TAG inh DAPI viability | 9 | -52 | -46* | 4 | 2

86	Nc1cc(C(=O)OCC(=O)NC(c2ccccc2)c2ccccc2)ccc1Cl
87	NNC(=S)Nc1ccc(C(F)(F)F)cc1Cl
88	CCN1C[C@@H]2[C@@H]3C(=O)N(C)C(=O)[C@@H]3[C@](Cc3ccccc3)(C1=O)N2C(=O)c1ccc(C)cc1
89	Cc1cc(C)n(C(=O)CCC2COc3ccccc3O2)n1 (stereo not given)
90	O=C(Nc1ccc(N2CCCC2)cc1)c1cc(Cl)ccc1Cl
91	CCCOc1ccc(Cc2c(Cl)nc(SC)nc2NC)cc1
92	Cc1ccc(NS(=O)(=O)c2ccc(NC(=O)C(C)Sc3ccc(Cl)cc3)cc2)c(C)c1 (stereo not given)
entry no. | 86 | 87 | 88 | 89 | 90 | 91 | 92
H9c2 TAG inh | -32 | 10 | 2 | 0 | 9 | -20 | -17
H9c2 TAG inh DAPI viability | 0 | 0 | -4 | 0 | 3 | -12 | 3
